Screening results from PubChem BioAssay.
HP1b chromo inh: inhibitors of HP1-beta chromodomain binding to methylated histone tails; AlphaScreen HP1-beta / biotin-H3K9me3 peptide binding; 0.56% of 390,000 active; Potency, µM (top dose mostly 114 µM), for inactives: at the highest dose activity change, negative = inhibition, hits mostly inhibitors; P83916; AID 540317; note: potency is the fitted concentration of half-maximal effect; nearly all actives have a fitted effect of over 70% in size; inactives centre near 23
Target sequence (P83916 whole entry, looked up): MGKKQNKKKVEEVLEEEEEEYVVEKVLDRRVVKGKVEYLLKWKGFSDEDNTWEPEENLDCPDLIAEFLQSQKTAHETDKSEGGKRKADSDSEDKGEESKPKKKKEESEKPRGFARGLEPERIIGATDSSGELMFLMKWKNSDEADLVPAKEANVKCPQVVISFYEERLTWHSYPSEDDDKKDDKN
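HP1-beta protein (50 nM final) preincubated 30 min at room temperature with biotinylated H3(1-18)K9me3 peptide (50 nM) in PBS pH 7.4, 0.01% Tween-20, then compound added for 30 min. AlphaScreen streptavidin donor/nickel chelate acceptor beads (10 ug/mL final), 30 min dark, luminescence read.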
JMJD2A Tudor: JMJD2A Tudor domain (human) inhibition; 4.4% of 390,000 active; O75164; AID 504339; AlphaScreen JMJD2A-Tudor / H3K4me3 peptide binding; Potency, µM (titrated, usually from 114 µM), for the others: at the top dose activity change, negative = inhibition, hits mostly inhibitors; note: potency is the fitted concentration of half-maximal effect; % is set by controls: 0 for no effect and ±100 for the full control effect; nearly all actives have a fitted effect of over 50% in size
PI4K2A inh: PI4K2A (human) kinase inhibition. purified PI4K2A, ADP-Glo luminescence, 1 h; stronger effect = lower value. Q9BTU6. 0.13% of 420,000 active. activity change, negative = inhibition, % at 76.9 µM; in the data active = activity change below about -50%; inconclusive = mostly about -30% to -49%;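 note: -100% = wells without enzyme as full effect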
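Compounds are screened against recombinant PI4K2A using PI as substrate and ATP, the latter dispensed at 300 microM. Reactions run one hour at ambient temperature before ADP-Glo detection; full inhibition defined by wells lacking enzyme.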
GLS inh: blocks human kidney-isoform glutaminase activity; 0.21% of 410,000 active; GLS enzymatic activity, qHTS titration; Potency, µM (highest dose often 45.5 µM), for inactives: at the top dose activity change, negative = inhibition, hits mostly inhibitors; O94925; note: potency is the fitted concentration of half-maximal effect; % is set by controls: 0 for no effect and ±100 for the full control effect
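Read-out is an Amplex red fluorescence increase coupled through glutamate oxidase and HRP, measured before and after 30 min room-temperature incubation. hKGA is in 45 mM KH2PO4 (pH 8.2) with 0.02% Tween-20; glutamine added as 1mM solution.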
ERG Ets-DNA blk: ERG Ets/DNA interaction inhibition. 0.028% of 370,000 active. fluorescence polarization, His-ERG Ets domain / labelled DNA. Potency, µM (titrated, usually from 76.9 µM), without a hit: top-dose FP activity, negative = inhibition, usual class: inhibitors. P11308; active = well fitted inhibition curve with a large enough effect in the polarisation, with a control signal flat; inconclusive = small, poorly fitted or top-dose-only effect, or effect the other way, or a change in a side signal; inactive = no such curve, though single readings can be large or run the other way; the % refers to the polarisation;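 note: polarization taken with two DNA probes labelled with fluorescein and Texas red; potency is the fitted concentration of half-maximal effect; % of control where 0% means no effect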
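His-tagged ERG Ets domain (1 uM in the protein solution; 300mM KCl, 50mM Tris-HCl, 1mM EDTA, 1mM DTT, pH 7.5) received compound, then a probe mix of 5 nM fluorescein-DNA and 100nM Texas-615-DNA. Fluorescence polarization was read for both dyes.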
Tb PGK inh: inhibitors of T. brucei phosphoglycerate kinase | P07378 | PGK/GAPDH coupled, Kinase-Glo luminescence, 60 min | Potency, µM (series often up to 57.5 µM), without a hit: top-dose activity change, negative = inhibition, actives largely listed as inhibitors | 0.043% of 380,000 active | AID 602233; note: potency is the fitted concentration of half-maximal effect; % is set by controls: 0 for no effect and ±100 for the full control effect; nearly all actives have a fitted effect of over 60% in size
Target sequence (P07378 whole entry, looked up): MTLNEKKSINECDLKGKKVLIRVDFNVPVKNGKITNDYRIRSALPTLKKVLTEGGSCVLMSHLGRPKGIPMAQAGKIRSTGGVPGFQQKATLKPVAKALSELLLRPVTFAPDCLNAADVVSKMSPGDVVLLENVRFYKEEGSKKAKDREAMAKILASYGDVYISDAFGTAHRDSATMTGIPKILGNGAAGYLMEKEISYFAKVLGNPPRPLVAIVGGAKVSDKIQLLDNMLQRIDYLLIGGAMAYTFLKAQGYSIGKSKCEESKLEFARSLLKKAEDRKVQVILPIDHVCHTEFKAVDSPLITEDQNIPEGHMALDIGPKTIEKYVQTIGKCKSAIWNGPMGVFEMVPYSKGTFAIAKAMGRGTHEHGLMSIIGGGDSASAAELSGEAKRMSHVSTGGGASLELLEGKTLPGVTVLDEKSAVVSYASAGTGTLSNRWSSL
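Recombinant glycosomal PGK reaction used 1,3-bisphosphoglycerate generated in-well by GAPDH (100nM final) in 100mM TEA pH 7.6, 5mM MgCl2, 0.01% Tween-20. After 60 minutes at room temperature, ATP was read by Kinase-Glo Plus luminescence end-point.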
BAZ2B inh: blocks human BAZ2B; Q9UIF8; AlphaScreen BAZ2B-H3K14Ac peptide displacement; Potency, µM (highest dose often 114 µM), for the others: at the highest dose activity change, negative = inhibition, most hits filed as inhibitors; 4.4% of 360,000 active; note: potency is the fitted concentration of half-maximal effect; % is set by controls: 0 for no effect and ±100 for the full control effect; nearly all actives have a fitted effect of over 60% in size
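Compounds, titrated to a top concentration of 110 uM, were incubated 30 min at room temperature with preformed BAZ2B/acetyl-K14 H3 peptide complex (50 nM each). Proximity signal was measured by AlphaScreen after 20 min with beads.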
Pin1 inh: inhibitors of human Pin1. Pin1 FP peptide displacement, HiFluor488, 10 min. Q13526. AID 504891. 0.009% of 390,000 active. Potency, µM (series often up to 115 µM), inactives show at the highest dose activity, negative = inhibition, most hits filed as inhibitors; active = well fitted inhibition curve with a large enough effect in the polarisation, with a control signal flat, not every such curve was filed as active; inconclusive = small, poorly fitted or top-dose-only effect, or effect the other way, or a change in a side signal; inactive = no such curve, though single readings can be large or run the other way; the % refers to the polarisation; note: potency is the fitted concentration of half-maximal effect; % is set by controls: 0 for no effect and ±100 for the full control effect
Target sequence (Q13526 whole entry, looked up): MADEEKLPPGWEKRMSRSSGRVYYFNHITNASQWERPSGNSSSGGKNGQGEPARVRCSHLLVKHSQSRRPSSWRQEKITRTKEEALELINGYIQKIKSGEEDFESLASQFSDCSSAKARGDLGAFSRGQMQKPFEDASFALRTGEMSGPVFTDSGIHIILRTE
G9a inh: blocks human histone lysine methyltransferase G9a. AID 504332. G9a H3K9 monomethylation, AlphaScreen, 2 h. Q96KQ7. 8.8% of 350,000 active. Potency, µM (series often up to 102 µM), for inactives: at the top dose activity, negative = inhibition, usual class: inhibitors; note: potency is the fitted concentration of half-maximal effect; % is set by controls: 0 for no effect and ±100 for the full control effect; nearly all actives have a fitted effect of over 75% in size
Target sequence (Q96KQ7 913-1193 limits assumed): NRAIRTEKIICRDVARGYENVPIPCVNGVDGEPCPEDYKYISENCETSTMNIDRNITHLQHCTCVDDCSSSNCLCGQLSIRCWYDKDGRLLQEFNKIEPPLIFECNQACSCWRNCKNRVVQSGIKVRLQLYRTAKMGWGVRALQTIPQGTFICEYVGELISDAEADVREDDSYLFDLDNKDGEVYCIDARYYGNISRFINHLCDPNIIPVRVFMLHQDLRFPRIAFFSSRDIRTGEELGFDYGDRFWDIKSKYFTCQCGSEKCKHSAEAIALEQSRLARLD
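Chemiluminescent proximity detection of H3K9 monomethylation, read after 10 min bead incubation in the dark. Reaction: 20 nM G9a, 500 nM biotin-H3K9 peptide, 20 uM SAM cofactor, 2 h, room temperature, following 15 min enzyme-compound preincubation.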
The depositor's hits bear a star; i = inactive; ? = inconclusive; . = no result given; [ ] = another dose, or the depositor's remark. Unless noted, calls come from the whole dose curve; as a rule, active = well fitted curve in the direction sought with a large enough effect; inconclusive = small, poorly fitted or top-dose-only effect, or another doubt; inactive = no such curve, though single readings can be large; an effect the other way counts as inactive or inconclusive. An unsorted share of the library (roughly 11% active in at least one column).

SMILES	HP1b chromo inh	JMJD2A Tudor	PI4K2A inh	GLS inh	ERG Ets-DNA blk	Tb PGK inh	BAZ2B inh	Pin1 inh	G9a inh
c1ccc(-c2oc3ncnc(NCCCn4ccnc4)c3c2-c2ccccc2)cc1	?	56µM*	-2	2%	-2%	0%	25µM*	-2%	?
CCOC(=O)C1=C(N)Oc2cc(O)ccc2C1c1ccc([N+](=O)[O-])cc1 (stereo not drawn)	-19%	50µM*	2	12%	-2%	-10%	?	-2%	40µM*
Cc1ccc(C(N)=O)cc1S(=O)(=O)Nc1cccc(C)c1C	26%	-12%	-4	11%	3%	0%	6%	1%	?
O=C(COc1ccccc1)Nc1cccc2c1CCCC2	71%[activator]	24%	6	6%	8%	0%	10%	0%	-7%
COc1ccccc1NC(=O)c1cc(C(=O)Nc2ccccc2OC)cc(N2C(=O)CCC2=O)c1	9%	-14%	4	6%	6%	-4%	-8%	?	15%[59 µM]
O=C(O)/C=C/c1ccc([N+](=O)[O-])o1	50µM*	35µM*	0	11µM*	4%	16µM*	56µM*	-23%	22µM*
COc1ccc(C(=O)Nc2ccc(Cl)cc2C(=O)NCCO)cc1	1%	-7%	0	?	.	-10%	7%	22%	7%[59 µM]
COc1ccc(C2(CNC(=O)c3ccc(C)cc3)CCOCC2)cc1	52%[activator]	7%	1	-6%	-3%	4%	1%	-3%	.
Cc1cccc(C)c1OCC(=O)NNC(=O)CCCn1c(=O)oc2ccccc21	36%[activator]	-12%	-4	-1%	9%	-9%	.	5%	.
O=C(NCc1ccco1)c1cnn2c(C(F)(F)F)cc(-c3cccs3)nc12	16%	-6%	3	20%	12%	-3%	.	?	-4%[59 µM]
C=CCC[C@H](Cc1ccc(F)cc1)C(=O)OC[C@@H]1CCCN1C(=O)[C@@H](CC=C)CC(=O)NCCO	57%[activator]	-9%	0	-2%	-2%	-1%	.	-8%	.
CCNC(=S)NN=C1CCC(C(C)(C)C)CC1 (stereo not drawn)	-8%	-29%	-6	2%	-11%	i	79µM*	-5%	?
COc1ccc(Cl)cc1NC(=O)c1cc(S(=O)(=O)N2CCC(C)CC2)cn1C	16%[57 µM]	-14%	0	-2%	-4%	0%	0%	-9%	-2%[59 µM]
Cc1ccc(Cl)cc1N1CCN(CCCNC(=O)C2COc3ccccc3C2)CC1 (stereo not drawn)	26%[57 µM]	-27%	-4	5%	1%	3%	-18%	?	-5%[59 µM]
COc1ccc2c(c1)C[C@]1(C)c3ccccc3C(=O)N(Cc3ccccc3)[C@H]21	33%	-20%	6	-5%	-19%	-2%	.	9%	.
O=C(Nc1nnc(S(=O)(=O)N2CCCc3ccccc32)s1)c1cccc(F)c1	14%	50µM*	1	22%	6%	-4%	-17%	43%[activator]	-6%[59 µM]
O=c1cc(-c2ccccc2)nc2nc(CCc3ccccc3)[nH]n12	48%[activator]	-9%	-2	-5%	10%	-2%	4%	5%	17%[59 µM]
CCCn1c(N)c(C(=O)CSc2n[nH]c(-c3ccc(C)cc3)n2)c(=O)[nH]c1=O	22%	-4%	2	-9%	4%	-4%	5%	17%	-24%
O=C(NNc1cccc(Cl)n1)c1ccc(Cl)nc1	39%[activator]	?	1	0%	-4%	i	12%	-4%	12%[59 µM]
COc1ccc(CCNC(=S)Nc2ccc(S(=O)(=O)Nc3ncccn3)cc2)cc1OC	38%	-14%	7	11%	2%	-4%	-15%	-11%	52%[activator]

5 structures already listed, sorted by length of the SMILES, smallest number first.
SMILES	HP1b chromo inh	JMJD2A Tudor	PI4K2A inh	GLS inh	ERG Ets-DNA blk	Tb PGK inh	BAZ2B inh	Pin1 inh	G9a inh
O=C(NNc1cccc(Cl)n1)c1ccc(Cl)nc1	39%[activator]	?	1	0%	-4%	i	12%	-4%	12%[59 µM]
Cc1ccc(Cl)cc1N1CCN(CCCNC(=O)C2COc3ccccc3C2)CC1 (stereo not drawn)	26%[57 µM]	-27%	-4	5%	1%	3%	-18%	?	-5%[59 µM]
O=C(Nc1nnc(S(=O)(=O)N2CCCc3ccccc32)s1)c1cccc(F)c1	14%	50µM*	1	22%	6%	-4%	-17%	43%[activator]	-6%[59 µM]
COc1ccc(Cl)cc1NC(=O)c1cc(S(=O)(=O)N2CCC(C)CC2)cn1C	16%[57 µM]	-14%	0	-2%	-4%	0%	0%	-9%	-2%[59 µM]
COc1ccc(CCNC(=S)Nc2ccc(S(=O)(=O)Nc3ncccn3)cc2)cc1OC	38%	-14%	7	11%	2%	-4%	-15%	-11%	52%[activator]

Continued.
SMILES	HP1b chromo inh	JMJD2A Tudor	PI4K2A inh	GLS inh	ERG Ets-DNA blk	Tb PGK inh	BAZ2B inh	Pin1 inh	G9a inh
Cn1cccc1C1CCCN1CC(=O)Nc1ccc(C(N)=O)cc1 (stereo not drawn)	32%	-10%	5	2%	2%	4%	.	6%	.
Cc1ccc(CNc2ncnc3c2cnn3-c2ccc(Cl)cc2)cc1	36%	8%	-5	5%	-1%	6%	-2%	-7%	2%[59 µM]
O=C(OCc1ccccc1C(F)(F)F)c1cc([N+](=O)[O-])ccc1N1CCOCC1	-2%	?	4	3%	-9%	-2%	-32%	?	3%
O=C(NC1CCCCC1)n1c(=O)oc2cc(S(=O)(=O)N3CCCCC3)ccc21	20%	5%	-6	4%	-1%	15%	-19%	-3%	-12%[59 µM]
C/C(=N\OC(=O)c1ccc(F)cc1)c1sc(-c2ccccc2)nc1C	30%	6%	4	0%	-2%	0%	-3%	-6%	5%[2.33 µM]
Cc1noc(C)c1COc1ccc(C(=O)NCc2cccs2)cc1	32%	6%	3	-9%	-6%	1%	.	0%	.
O=C(N/N=C\c1cccc(Br)c1)c1ccccc1-n1cccc1	-21%	-15%	7	0%	4%	-3%	?	-10%	-39%
COc1ccc(CC(=O)NC(C)(C)CC(C)=O)cc1OC	9%	-26%	-6	0%	?	-8%	13%	0%	5%[12.7 µM]
O=C(CSc1n[nH]c(=O)[nH]c1=O)NC1CCCCC1	34%	-3%	0	-1%	9%	1%	8%	-1%	31%[59 µM]
Cc1ccc(NC(=O)CSCC(=O)N2c3ccccc3CCc3ccccc32)cc1	18%	-29%	-1	17%	.	-2%	-5%	0%	12%
Cc1cccc(Nc2nnc(-c3ccc(C(=O)N4C[C@H]5C[C@H](C4)c4cccc(=O)n4C5)cc3)c3ccccc23)c1	22%	-19%	-6	15%	4%	0%	?	15%	?
CCOC(=O)C1CCN(C(=O)C2CCN(C3=NS(=O)(=O)C(c4ccc(C)c(C)c4)=C3C)CC2)CC1	50%[activator]	-1%	1	-8%	1%	-5%	3%	0%	1%[59 µM]
CN(C)C1(CNC(=O)COc2cccc(Cl)c2)CCCCC1	28%	-26%	0	8%	0%	3%	-13%	-4%	2%[59 µM]
CC(C)C(=O)N1CCC2(CC1)Oc1ccc(Cl)cc1C(=O)C21CC(c2cccnc2)=NO1 (stereo not drawn)	16%	-22%	2	8%	-3%	5%	-17%	-6%	-28%[59 µM]
Cc1cc(C)nc(SCCS(=O)(=O)Cc2ccc(Cl)cc2)n1	-5%	-7%	8	0%	1%	3%	-2%	1%	-11%[59 µM]
COc1ccc(-n2nc(C(=O)NCc3ccc(F)cc3Cl)c3c4ccccc4n(C)c3c2=O)cc1Cl	35%	-14%	3	-2%	-9%	-11%	.	-2%	19%[59 µM]
COCCN(CCOC)c1ncnc2c1c(-c1ccccc1)cn2-c1ccc(C)c(Cl)c1	27%	-24%	2	3%	-5%	11%	?	?	-34%[59 µM]
COc1ccccc1N1CCN(CCCN2C(=O)C3CCCCN3C2=O)CC1 (stereo not drawn)	48%[activator]	-23%	0	-9%	1%	-16%	.	1%	.
COc1cc(CNCC(O)c2ccccc2)ccc1OCc1ccc(Cl)nc1 (stereo not drawn)	33%	-10%	0	-5%	4%	0%	5%	-2%	0%[59 µM]
CC(C)c1ccc(C(=O)Nc2cc(-c3ccccc3F)nn2-c2ccccc2)cc1	15%[57 µM]	-7%	2	2%	-2%	4%	7%	26%	13%[59 µM]

Compounds shown so far containing a CF3 group:
SMILES	HP1b chromo inh	JMJD2A Tudor	PI4K2A inh	GLS inh	ERG Ets-DNA blk	Tb PGK inh	BAZ2B inh	Pin1 inh	G9a inh
O=C(NCc1ccco1)c1cnn2c(C(F)(F)F)cc(-c3cccs3)nc12	16%	-6%	3	20%	12%	-3%	.	?	-4%[59 µM]
O=C(OCc1ccccc1C(F)(F)F)c1cc([N+](=O)[O-])ccc1N1CCOCC1	-2%	?	4	3%	-9%	-2%	-32%	?	3%

Next entries follow:
SMILES	HP1b chromo inh	JMJD2A Tudor	PI4K2A inh	GLS inh	ERG Ets-DNA blk	Tb PGK inh	BAZ2B inh	Pin1 inh	G9a inh
CCn1ncc(Br)c1C(=O)Nc1ccn(C23CC4CC(CC(C4)C2)C3)n1	31%	3%	-3	-5%	0%	3%	5%	1%	3%[59 µM]
Cc1ccc([N+](=O)[O-])cc1N=C1C(=O)Nc2ccccc21	5%	-25%	5	-10%	3%	0%	?	2%	-37%
CCC(C)(C)n1nnnc1C(c1cccs1)N1CCN(Cc2ccccc2)CC1 (stereo not drawn)	0%	-19%	7	-2%	-2%	0%	?	2%	?
Cc1cc(C)cc(OCC(=O)OC(C)C(=O)Nc2c(C)n(C)n(-c3ccccc3)c2=O)c1 (stereo not drawn)	28%	-8%	-1	5%	11%	0%	10%	-1%	?
CCN(CC)S(=O)(=O)c1ccc2oc(C(=O)NC3CCCc4ccccc43)c(C)c2c1 (stereo not drawn)	7%	-20%	-1	0%	.	.	-8%	2%	?
